Screening results from PubChem.
AMA1-RON2 inh: disrupts binding of P. falciparum AMA1 to RON2 | AlphaScreen AMA1-biotinylated RON2 peptide binding | Potency, µM (highest dose often 58.2 µM), without a hit: at the highest dose activity change, negative = inhibition, actives largely listed as inhibitors | 360,000 tested, 0.2% active | AID 720542;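 note: potency is the fitted concentration of half-maximal effect; 0% = vehicle wells and -100% = peptide control; nearly all actives have a fitted effect of over 45% in size; some results filed as inactive show a strong effect at the top dose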
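AMA1 (3D7) with his tag at 25 nM final met compounds first, then biotinylated RON2 peptide at 25 nM; detection used donor plus acceptor beads, 10 µg/mL apiece, read by AlphaScreen after 30 min at room temperature.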
HCMV inh: human cytomegalovirus inhibition | activity change, negative = inhibition, % at 57.5 µM | AID 1259415 | HFF cells, HCMV-luciferase reporter, 72 h; hits give low values | 410,000 tested, 4.5% active; in the data active = activity change below about -60%; inconclusive = no clear call, values can overlap the other calls; inactive = above about -39%
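Inhibition of viral replication was scored as loss of reporter luminescence in HFFs infected with HCMV-luciferase (MOI 1 PFU/cell) for 72 h; compounds tested at 2 doses, normalized to buffer and Salinomycin controls.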
AmpC no deterg: blocks E. coli AmpC beta-lactamase in detergent-free assay; P00811; 330,000 tested, 0.52% active; AmpC nitrocefin hydrolysis, absorbance 480 nm, 0.0001% Triton; Potency, µM (series often up to 57.1 µM), without a hit: top-dose activity change, negative = inhibition, actives largely listed as inhibitors;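 note: potency is the fitted concentration of half-maximal effect; plate controls were no compound for no effect and no enzyme for full effect; nearly all actives have a fitted effect of over 20% in size; some results filed as inactive show a strong effect at the top dose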
Target sequence (P00811 whole entry, looked up): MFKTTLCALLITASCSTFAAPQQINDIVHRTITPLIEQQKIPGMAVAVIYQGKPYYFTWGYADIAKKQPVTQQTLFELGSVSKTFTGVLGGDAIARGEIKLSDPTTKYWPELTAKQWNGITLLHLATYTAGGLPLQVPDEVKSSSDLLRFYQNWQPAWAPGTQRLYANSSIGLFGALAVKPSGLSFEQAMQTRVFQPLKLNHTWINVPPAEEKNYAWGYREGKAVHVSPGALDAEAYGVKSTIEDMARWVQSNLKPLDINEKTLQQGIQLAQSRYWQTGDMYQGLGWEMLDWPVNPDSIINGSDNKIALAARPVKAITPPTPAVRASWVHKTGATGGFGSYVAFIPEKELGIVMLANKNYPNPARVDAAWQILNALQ
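20 mM phosphate pH 7.0 + 0.01% (detergent screen) or 0.0001% Triton X-100; 5.3 nM AmpC reagent; cpd preinc 15 min RT; nitrocefin (800 uM stock) to start; A480 q20 s × 4 min; Activity was normalised to no-enzyme and no-compound control wells.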
Tb PYK inh: blocks Trypanosoma brucei pyruvate kinase. Potency, µM (top dose mostly 76.8 µM), inactives show top-dose activity, negative = inhibition, most hits filed as inhibitors. 410,000 tested, 0.12% active. Q57TT1. TbPYK enzyme, Kinase-Glo Plus ATP luminescence, 45 min; note: potency is the fitted concentration of half-maximal effect; nearly all actives have a fitted effect of over 50% in size
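TbPYK + substrate in 50 mM TEA pH 7.2, 100 mM KCl, 10 mM MgCl2, 0.05% BSA, 0.01% Tween-20; cpd pinned; ADP 130 uM final; 45 min RT; Kinase-Glo Plus 10 min; luminescence endpoint.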
AmpC detergent: blocks E. coli AmpC beta-lactamase in detergent assay; P00811; 370,000 tested, 0.041% active; AmpC hydrolysis of nitrocefin, absorbance 480 nm, 0.01% Triton; Potency, µM (top dose mostly 114 µM), for the others: at the top dose activity change, negative = inhibition, hits mostly inhibitors;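 note: potency is the fitted concentration of half-maximal effect; 0% = no-compound wells and -100% = no-enzyme wells; nearly all actives have a fitted effect of over 25% in size; some results filed as inactive show a strong effect at the top dose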
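AmpC (5.3 nM in the dispensed reagent) in 20 mM phosphate pH 7.0 with 0.01% (detergent screen) or 0.0001% Triton X-100 was preincubated with compounds for 15 min at room temperature. Nitrocefin was then added from an 800 uM solution, and hydrolysis was followed at 480 nm.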
LmPK inhibitor: blocks Leishmania mexicana pyruvate kinase activity. AID 1721. Potency, µM (titrated, usually from 57.5 µM), without a hit: top-dose activity change, negative = inhibition, hits mostly inhibitors. 290,000 tested, 0.37% active. Q27686. purified LmPK, Kinase-Glo ATP luminescence, 1 h; note: potency is the fitted concentration of half-maximal effect
Target sequence (Q27686 whole entry, looked up): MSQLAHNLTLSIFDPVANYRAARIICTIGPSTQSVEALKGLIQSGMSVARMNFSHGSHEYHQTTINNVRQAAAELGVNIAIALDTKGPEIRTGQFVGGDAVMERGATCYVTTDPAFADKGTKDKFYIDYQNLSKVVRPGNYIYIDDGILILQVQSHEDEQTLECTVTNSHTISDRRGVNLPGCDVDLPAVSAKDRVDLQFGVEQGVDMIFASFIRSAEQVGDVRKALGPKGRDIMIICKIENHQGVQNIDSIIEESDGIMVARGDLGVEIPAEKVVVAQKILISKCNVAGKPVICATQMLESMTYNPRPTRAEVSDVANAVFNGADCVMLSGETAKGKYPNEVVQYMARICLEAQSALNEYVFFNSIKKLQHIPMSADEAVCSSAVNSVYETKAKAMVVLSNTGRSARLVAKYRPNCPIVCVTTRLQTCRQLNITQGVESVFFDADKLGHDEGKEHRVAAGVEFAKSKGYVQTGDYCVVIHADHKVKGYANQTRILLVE
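Purified LmPK (0.1 nM) converted ADP (0.1 mM) to ATP with PEP (0.5 mM) in imidazole buffer pH 7.2 with KCl and MgCl2, 1 h at room temperature. ATP was read by Kinase-Glo luminescence; data normalized to uninhibited and no-enzyme controls.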
Sm TGR inh: blocks Schistosoma mansoni thioredoxin glutathione reductase. Q962Y6. purified TGR, DTNB reduction, TNB absorbance 405 nm. Potency, µM (top dose mostly 114 µM), inactives show at the top dose activity change, negative = inhibition, usual class: inhibitors. 360,000 tested, 3% active. AID 485364; note: potency is the fitted concentration of half-maximal effect; nearly all actives have a fitted effect of over 60% in size
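First, TGR (20 nM dispensed) and NADPH were mixed with compound. Second, a 15 min room-temperature incubation followed. Third, further NADPH and then DTNB were added to start the reaction. Finally, TNB absorbance was monitored kinetically.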
Starred values were filed as active, the others as inactive; ? = inconclusive; . = not tested or not shown; [ ] = another dose, or the depositor's remark. Unless noted, calls come from the whole dose curve; as a rule, active = well fitted curve in the direction sought with a large enough effect; inconclusive = small, poorly fitted or top-dose-only effect, or another doubt; inactive = no such curve, though single readings can be large; an effect the other way counts as inactive or inconclusive. Unless noted, % is set by controls: 0 for no effect and ±100 for the full control effect.

SMILES	AMA1-RON2 inh	HCMV inh	AmpC no deterg	Tb PYK inh	AmpC detergent	LmPK inhibitor	Sm TGR inh
COCCCNc1nc2nonc2nc1N1CCN(Cc2cccc(C)c2)CC1	38.4%[activator]	-1.7	80.7%[activator]	3.6%	4.2%	3.3%	-13.6%
CCOC(=O)N1CCN(S(=O)(=O)c2ccc(C(=O)Nc3sc4c(c3C(=O)OC)CCN(C)C4)cc2)CC1	-1.5%	-61.8*	183.9%[activator]	7.2%	5.5%	-2.6%	0.0%
Cc1ccc(NC(=O)CN2CCCCCC2)cc1[N+](=O)[O-]	-0.3%	-25.4	-1.3%	1.5%	0.9%	3.3%	6.9%
CCOC(=O)c1ccc(NC(=O)N2CCOCC2)cc1	13.3%	25.3	1.2%	-1.7%	10.2%	9.2%	0.0%
CC1CCN(C(c2ccc(N(C)C)cc2)c2nnnn2Cc2ccccc2)CC1 (stereo not given)	-3.6%	-25.9	-9.4%	-10.0%	1.7%	4.3%	?
CN(Cc1c(F)cccc1Cl)C(=O)c1cc2ccccc2o1	9.7%	-34.2	-15.0%[11.4 µM]	2.0%	-18.4%	0.7%	2.0%
CC(C)N(C)c1ncnc2c1ncn2[C@H]1CN(Cc2cccnc2)C[C@@H](CO)O1	-2.9%	-1.3	.	2.8%	.	.	.
Cc1ccc(-c2csc(NC(=O)CSC3=NCCS3)n2)cc1	7.4%	7.7	-34.5%	.	1.3%	0.4%	0.2%
Cc1cc(-c2ccccc2)nc(=O)[nH]1	27.9%	17.3	-18.1%	-11.5%	-16.2%	-0.5%	0.0%
COc1ccc(CN2Cc3cc(-c4cccc(F)c4)ccc3-n3nncc3C2)cc1	-29.2%	-26.6	.	5.2%	.	.	.
CCOC(=O)N1CCC(Nc2c(N3CCN(c4cc(Cl)ccc4C)CC3)c(=O)c2=O)CC1	0.1%	?	124.5%[activator]	-2.8%	?	14.9%	0.0%
COc1ccc(OC)c(CCNC(=O)c2cnn(-c3ccccc3Cl)c2C2CCN(C(=O)OC(C)(C)C)CC2)c1	.	-16.8	.	-0.3%	11.0%	.	9.3%
O=C(NC1CCCC1)C(c1ccccc1)N(Cc1ccccc1)C(=O)c1csnn1 (stereo not given)	-5.5%	-6.7	-1.7%	1.3%	-5.2%	8.9%	0.8%
CSc1ncnc2c1ncn2CCCN(C)Cc1ccco1	8.9%	10.9	.	2.4%	.	.	.
CCOC(=O)c1c(S(=O)(=O)N2CCC(C(=O)NCc3cccc(C)c3)CC2)c(C)n(C)c1C	.	7.0	.	-2.0%	1.1%	.	-8.3%
CCOC(=O)C1C(c2ccc(C(=O)O)cc2)NC(=O)NC1(O)C(F)(F)F (stereo not given)	3.1%	-71.8*	-6.5%	2.2%	-0.9%	-3.0%	-0.9%
CC(C)CC(=O)NC(=S)Nc1ccc(N2CCOCC2)c(Cl)c1	12.5%	?	-22.3%	0.2%	-1.4%	1.9%	?
CCN(CC)S(=O)(=O)c1cccc(C(=O)Oc2cccnc2)c1	-3.1%	7.5	-14.2%	-5.3%	-7.5%	-2.4%	-7.9%
COC(=O)c1ccc2c(=O)n(Cc3ccco3)c(SCC(=O)Nc3cc(C)on3)nc2c1	-6.0%	-94.9*	-2.7%[2.29 µM]	-2.0%	-0.6%	-1.2%	-21.5%
CCOCCCNC(=O)C(NC(=O)Cc1cccs1)c1ccc(Cl)cc1 (stereo not given)	10.4%	-2.6	0.7%	2.8%	0.6%	2.0%	3.9%

Molecules listed so far that contain an aryl thioether with sulfur outside any ring (2):
SMILES	AMA1-RON2 inh	HCMV inh	AmpC no deterg	Tb PYK inh	AmpC detergent	LmPK inhibitor	Sm TGR inh
CSc1ncnc2c1ncn2CCCN(C)Cc1ccco1	8.9%	10.9	.	2.4%	.	.	.
COC(=O)c1ccc2c(=O)n(Cc3ccco3)c(SCC(=O)Nc3cc(C)on3)nc2c1	-6.0%	-94.9*	-2.7%[2.29 µM]	-2.0%	-0.6%	-1.2%	-21.5%

(more compounds)
SMILES	AMA1-RON2 inh	HCMV inh	AmpC no deterg	Tb PYK inh	AmpC detergent	LmPK inhibitor	Sm TGR inh
CCc1cccc(NC2c3ccccc3C(=O)N2c2cccnc2)c1 (stereo not given)	5.9%	28.3	6.5%	-4.8%	-4.0%	-2.3%	2.0%
O=C(CNCC1CCCO1)N1CCCCCC1 (stereo not given)	-10.7%	-18.1	0.2%	2.6%	2.9%	-7.4%	3.3%
COc1ccccc1CN1CCN(C(=O)COc2ccccc2)CC1	?	17.6	?	1.6%	0.0%	-8.2%	-0.2%
CCCCN(CCCNC(=O)Cn1ncc2ccsc2c1=O)Cc1ccccc1	3.4%	-29.2	-6.8%	5.0%	-5.4%	-3.5%	-7.3%
COCCn1nnnc1CN1CCC(Cc2ccccc2)CC1	?	-14.8	0.2%	0.9%	?	5.4%	1.7%
COc1ccc(NC(=O)CN(C)S(=O)(=O)c2cccs2)cc1	9.4%	119.9	-3.1%	-7.4%	-13.0%	-0.1%	1.7%
Cc1ccc(S(=O)(=O)N2C[C@H]3C(=O)C[C@@H](c4ccc(Cl)cc4)N(S(=O)(=O)c4ccccc4C)[C@H]3C[C@H]2c2ccc(Cl)cc2)cc1	1.6%	-20.1	.	5.0%	.	.	.
CCOc1ccc(-c2cc(C(=O)Nc3ccc4c(c3)OCCO4)c3ccccc3n2)cc1	-0.6%	76.6	-27.9%	3.3%	-0.8%	-15.7%	-15.8%
COc1ccc(NC(=O)c2ccccn2)cc1OC	14.1%	12.2	-20.5%	-3.2%	-10.1%	-23.0%	-31.3%
Cc1ccc(-c2cc(C(=O)N3CCOCC3)c3cc(C)ccc3n2)cc1	-28.2%	13.0	110.9%[activator]	2.9%	-13.5%	3.3%	-5.5%
CCC(=O)c1ccc(OCC(=O)N(CC)CC(=O)Nc2ccccc2OC)cc1	5.1%[11.6 µM]	17.7	-7.8%	4.5%	?	.	1.1%
CCOC(=S)SCc1cn2ccc(C)cc2n1	-17.1%	-65.0*	-21.9%	-1.7%	-0.6%	-2.8%	0.7%
O=C(NNC(=O)c1ccc(-c2ccccc2)cc1)c1ccccc1	12.9%	50.9	-27.9%	-14.3%	-0.7%	-18.7%	0.6%
CCCNC(=O)c1cc2c(C(F)(F)F)nn(C)c2s1	-19.1%	-25.9	3.7%	-1.2%	-3.3%	2.2%	11.2%
O=C1CC(c2ccccc2)CC(O)=C1C=Nc1ccccc1Cl (stereo not given)	-4.7%	1.1	-1.1%	-5.6%	-0.9%	2.1%	-3.0%
CCN(Cc1ccccc1)C(=O)Cn1c(=O)n(-c2ccc(F)c(Cl)c2)c(=O)c2sc3ccccc3c21	.	-15.7	.	-9.0%	24.6%	.	1.3%
Cc1cc(C(=O)NCc2cccs2)c(C)o1	-6.5%	82.1	-17.9%	1.8%	-1.2%	6.7%	22.4µM*
CCCNC(=O)C1(C)CCN(C(=O)c2ccc(OC(F)F)cc2)C1 (stereo not given)	4.7%	-15.2	.	-4.7%	.	.	.
COc1ccc(N2CCN(C(=O)COc3ccc4c(C)cc(=O)oc4c3)CC2)cc1	-6.7%	-26.1	33.2%	1.0%	3.0%	4.0%	27.2%
C[C@@H](C(=O)Nc1ccc2ccccc2c1)[C@@H]1C[C@@]1(C)[C@@H](NC(=O)c1cccnc1)c1ccccc1	-0.1%	9.4	146.4%[activator]	-7.1%	?	3.8%	-21.4%
CCOc1ccccc1CNC(=O)C1CCC(=O)N1C(C)C (stereo not given)	4.4%	?	-4.3%	-2.8%	?	0.4%	2.1%
CCn1c(O)c(N=NC(=O)CNC(=O)/C=C/c2ccccc2)c2ccccc21	2.2%	-29.9	-31.6%	3.3%	0.8%	-2.4%	-0.9%
Cn1nc(C(F)(F)F)c(-c2ccccc2)c1NC(=O)c1nccnc1C(=O)O	45.8%[activator]	3.1	-10.3%	11.7%	-6.0%	-0.4%	7.3%
O=C(Nc1ccccc1)N1N=C(c2cccs2)CC1c1cccs1 (stereo not given)	-21.3%	-23.2	-33.5%	2.5%	-0.9%	0.2%	-5.6%
CC(C)=CCc1c(C)nc2ccccc2c1C(=O)O	1.0%	55.2	-12.0%	-10.7%	-2.6%	-0.3%	-14.4%
COc1ccc(OC)c(S(=O)(=O)N2CCC3(CC2)OCCN3S(=O)(=O)c2ccccc2)c1	-7.5%	-37.3	-1.9%	3.6%	?	.	-20.7%
COc1ccc(CCNC(=O)Cc2ccc(NS(=O)(=O)c3ccc(F)cc3)cc2)cc1OC	-1.6%	-12.3	-14.8%	-1.5%	?	.	-2.2%
COc1ccc(-c2ccc(SCC(=O)NCc3ccc4c(c3)OCO4)nn2)cc1OC	3.3%	29.9	-13.9%	-3.2%	1.4%	2.3%	2.4%
COc1ccc(/C=C/C(=O)c2ccc3c(c2)OCO3)c(OC)c1	-5.7%	92.4	-18.7%	-4.4%	-10.1%	?	1.5%
O=C(Cc1ccc(-n2c(=O)c3sccc3n(Cc3ccc(F)cc3)c2=O)cc1)NCc1ccco1	-10.3%	-39.2	7.6%	-0.4%	?	-0.5%	-18.7%
COc1ccccc1N1CCN(/N=C/c2cc(OC)c(OC(C)=O)c(OC)c2)CC1	-16.0%	0.7	42.9%	-0.9%	?	0.7%	-9.1%
Cc1cc(C)c(C(N)=O)c(Nc2cccc(Cl)c2C)n1	3.2%	23.3	-4.8%	1.9%	-1.4%	-2.9%	1.4%
O=S(=O)(O)c1ccc(Cl)c(Cl)c1	-4.8%	-5.2	.	0.6%	.	.	.
Cc1nc(C)c(-c2ccc(SCC(=O)Nc3ccc(F)c(F)c3)nn2)s1	.	?	.	-10.9%	2.1%	.	0.0%
CC(C)CNC(=O)C(=O)NC1CCCC1	16.6%	88.3	.	3.9%	.	.	.
CCOC(=O)C(C(C)=O)c1nc(C)nc2c1nnn2Cc1ccccc1Cl (stereo not given)	-7.3%	-30.2	146.6%[activator]	3.1%	-2.9%	0.7%	-25.1%
Cc1cc(C(=O)C(=O)N(C)C)c(C)n1-c1ccc(Cl)cc1	-17.9%	-33.7	15.6%	-6.5%	?	-3.2%	-1.7%

As a working copy, 2 of the compounds above.
SMILES	AMA1-RON2 inh	HCMV inh	AmpC no deterg	Tb PYK inh	AmpC detergent	LmPK inhibitor	Sm TGR inh
CCOc1ccccc1CNC(=O)C1CCC(=O)N1C(C)C (stereo not given)	4.4%	?	-4.3%	-2.8%	?	0.4%	2.1%
CCn1c(O)c(N=NC(=O)CNC(=O)/C=C/c2ccccc2)c2ccccc21	2.2%	-29.9	-31.6%	3.3%	0.8%	-2.4%	-0.9%
